Source: PubChem (several laboratories)
HSF1 inhib: HSF1 inhibition; NIH3T3-HGL HSE-luciferase, MG132-induced, luminescence 8 h; active compounds read low; activity change, negative = inhibition, % at 7.5 µM (by protocol); actives 0.77% (n = 300,000); AID 2098;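 active = more than half of replicate wells show activity change below -50%, luminescence cut by over half; inconclusive = some wells, but at most half, below -50%; inactive = no replicate well below -50%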;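 also: luciferase reports HSF-1 transcriptional activity via heat shock element; 0% = median of DMSO wells and -100% = zero luminescence signal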
HIF act: HIF pathway transcriptional activation. U2OS HRE-luciferase reporter, luminescence; normalized: DMSO 0%, desferrioxamine 100%. activation, % at 7.5 µM (by protocol). actives 0.32% (n = 300,000). AID 1910;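 active = mean activation of at least 10% of the iron chelator positive control signal, with at least half of replicates also reaching 10%; inconclusive = mean and replicate majority disagree about reaching 10%; inactive = mean and most replicates under 10%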
Platelet DG rel: platelet dense granule release activity. human platelet-rich plasma, SFLLRN dense granule ATP release, luminescence. inhibition, %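 (compounds screened at 7.5 µM in platelet-rich plasma)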. actives 0.22% (n = 300,000). AID 1663;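 active = mean replicate score, as percent of positive control, at or above 50; inconclusive = mean below 50 but at least one replicate at or above 50; inactive = mean and every replicate below 50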
AI-2 QS mod: Vibrio harveyi AI-2 quorum sensing modulation; actives 0.4% (n = 300,000); AID 2094; Vibrio harveyi JMH597 AI-2 luminescence/OD600 ratio, 9 h; active compounds read low; strain lacks LuxN and CqsS sensors; 0 = neutral-control median; activity change, % at 7.5 µM; in the data active = activity change below about -75%, passing the limit was not always enough; inconclusive = no clear call, values can overlap the other calls;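 also: luminescence divided by OD600 gain over 9 h not by final OD600 alone; inactives centre near 13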
HDAC3 inh: blocks human histone deacetylase 3 | recombinant HDAC3, fluorogenic peptide/trypsin coupled, fluorescence | actives 0.15% (n = 320,000) | inhibition, % at 8.3 µM | O15379; in the data active = inhibition above about 26%, passing the limit was not always enough; inconclusive = no clear call, values can overlap the other calls
Target sequence (O15379 whole entry, looked up): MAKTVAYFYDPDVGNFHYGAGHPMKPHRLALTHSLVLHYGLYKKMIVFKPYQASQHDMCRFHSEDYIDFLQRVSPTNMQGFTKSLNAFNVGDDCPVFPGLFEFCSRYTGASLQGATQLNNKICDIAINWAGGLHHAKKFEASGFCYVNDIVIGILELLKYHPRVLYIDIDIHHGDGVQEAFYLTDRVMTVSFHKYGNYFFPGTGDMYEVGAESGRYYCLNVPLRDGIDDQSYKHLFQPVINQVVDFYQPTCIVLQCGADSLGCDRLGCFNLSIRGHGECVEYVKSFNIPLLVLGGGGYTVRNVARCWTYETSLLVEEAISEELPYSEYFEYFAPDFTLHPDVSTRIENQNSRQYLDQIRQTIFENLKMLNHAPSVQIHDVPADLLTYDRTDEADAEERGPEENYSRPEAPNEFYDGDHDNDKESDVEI
IEC-6 tox: IEC-6 cytotoxicity, counter-screen for KLF5 inhibitors; luminescence viability; inhibition, % at 5 µM; actives 0.78% (n = 290,000); in the data active = inhibition above about 22%;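 also: 0% = plate median of test compound wells and 100% = cytotoxic reference compound wells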
HSF1 activator: increases HSF-1 driven luciferase reporter signal; actives 1.7% (n = 300,000); activation, % at 9 µM; NIH3T3-HGL HSF-1 luciferase reporter, MG132, 8 h; 100% = twice DMSO control signal; AID 504408;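 active = mean replicate activation of at least 50% with a set share of replicates each reaching 50%; inconclusive = only one of those two conditions met; inactive = mean below 50% and too few replicates reaching it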;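 also: 0% = median of the neutral control wells and 100% = twice that signal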
HSP90 refold inh: blocks HSP90-mediated luciferase refolding in reticulocyte lysate. Rabbit reticulocyte lysate, luciferase refolding luminescence, 3 h. inhibition, % at 5.6 µM. actives 0.91% (n = 290,000). AID 1789;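 active = inhibition above the screen-wide mean plus 3 SD, computed separately per campaign, cut at about 16% in these data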;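 also: 0% = DMSO wells and 100% = 60 µM geldanamycin wells; inhibitors lower the luminescence because luciferase stays unfolded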
KLF5 inh: suppresses KLF5 promoter-driven expression; DLD-1 KLF5 promoter-luciferase reporter, luminescence; inhibition, % at 5 µM; actives 0.23% (n = 290,000);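 active = inhibition above a per-plate limit of that plate's mean compound inhibition plus 3 SD, cut at about 60% in these data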;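 also: 0% = DMSO wells and 100% = LY294002 at 200 µM; higher means less KLF5 promoter-driven luciferase light; inactives centre near -14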
aSyn UTR inh: MLPCN primary screen, SNCA 5' untranslated region; alpha-synuclein 5'UTR reporter, inhibitor activity; inhibition, % (tested at 7.5 µM); actives 0.82% (n = 300,000); in the data active = inhibition above about 60%; inconclusive = no clear call, values can overlap the other calls;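 also: H4 neuroglioblastoma cells stably carrying SNCA 5'UTR luciferase fusion; 0% = DMSO wells and 100% = positive control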
Numbers without * were called inactive; u = inconclusive; x = no result given.

Under each structure: HIF act	KLF5 inh	HDAC3 inh	Platelet DG rel	HSP90 refold inh	HSF1 activator	aSyn UTR inh	IEC-6 tox	AI-2 QS mod	HSF1 inhib
N#CCSc1nnc(COc2cccc3ccccc23)n1-c1ccccc1
 : -0.3	11	2	6	-1	x	14	8	21	x
Cc1ccc(-n2nc(C)c3c(C)c(CCC(=O)NC(C)c4ccccc4)c(C)nc32)cc1 (stereo not drawn)
 : -0.2	15	-8	-1	-1	-4	15	1	10	3
Cc1ccc(-c2nn3c(C)nnc3c3ccccc23)cc1S(=O)(=O)NCCO
 : -0.1	-5	-1	1	2	18	9	2	16	4
N#CC1=C(N)C(C#N)(C#N)C(c2cccnc2)C2CC(c3ccccc3)CC=C12 (stereo not drawn)
 : 4.7	-3	-4	1	0	-66	10	-1	25	-55*
CN1CCN(c2ncc3c(n2)CC(c2ccccc2F)CC3=O)CC1 (stereo not drawn)
 : -0.4	9	2	-20	0	0	-21	11	x	-5
CCCN(CCC)S(=O)(=O)c1ccc(C(=O)Nc2nnc(COC)o2)cc1
 : -0.2	-18	-8	0	0	-9	27	-3	17	1
Oc1ccc(-c2csc(Nc3cccnc3)n2)cc1
 : 0.3	-39	1	6	1	2	-116	-1	x	3
NC(=O)CCCn1c(C(=O)c2ccc(Cl)cc2)c2ccc([N+](=O)[O-])cc2[n+]1[O-]
 : 0.1	x	-6	-2	x	20	21	x	9	8
COc1ccc(C#Cc2c(-c3ccc(OC)cc3)oc3ccc(-c4ccc(OC)cc4)cc23)cc1
 : 3.7	x	-10	0	x	-7	-5	x	0	-4
Cc1cccc([C@@H]2[C@@H]3C(=O)N(Cc4ccccc4)C(=O)[C@@H]3[C@]3(Cc4ccccc4)C(=O)N(c4ccccc4)C(=O)N23)c1
 : -1.0	x	5	-2	x	-12	-15	x	32	-2
CCCN1Cc2cccc(C(=O)NCCCOC(C)C)c2C1=O
 : 1.1	10	-1	-5	6	-6	20	11	19	-1
COc1cc(-c2nnc(SCC(=O)c3cc(C)n(CC4CCCO4)c3C)o2)cc(OC)c1OC (stereo not drawn)
 : -1.2	4	5	-5	4	10	-12	-3	8	-6
O=S(=O)(c1cc(Br)c(Cl)s1)N1CCCC1
 : 0.3	4	-2	-10	4	17	0	0	7	-3
COc1ccc2cc(CCNC(=O)c3cccs3)c(=O)[nH]c2c1
 : 3.4	-116	0	-4	0	49	-138	5	9	28
Cn1nnnc1SCC(=O)NCc1cc([N+](=O)[O-])ccc1O
 : -0.3	1	5	1	1	1	-12	6	13	3
O=C(C1CCN(C2CC(=O)N(c3ccc(Cl)cc3)C2=O)CC1)N1CCOCC1 (stereo not drawn)
 : 0.0	-29	-7	-9	-1	23	25	0	24	-3
CCN(CC)S(=O)(=O)c1ccc(NC(=O)c2ccc(NS(C)(=O)=O)cc2)cc1
 : -0.3	-11	-5	1	2	32	25	2	28	11
Cc1ccc(N2CC(C(=O)Nc3cc(C(F)(F)F)ccc3N3CCCC3)CC2=O)cc1 (stereo not drawn)
 : 0.1	x	x	-35	x	0	-1	x	8	1
COC(=O)CNC(=O)CN1C(=O)N(c2ccc(Cl)cc2)C(N(O)C(=O)Nc2ccc(Cl)cc2)C1(C)C (stereo not drawn)
 : 0.1	-27	8	-3	-4	0	11	-6	7	6
COc1ccc(N2CCN(S(=O)(=O)c3ccc(Cl)s3)CC2)cc1
 : 0.5	-14	1	2	1	-27	-12	0	0	-8
C=CCNc1nc(Cl)ncc1F
 : 0.1	1	-1	4	-2	-14	-5	0	62	-11
COCCN1Cc2cccc(C(=O)N3CCN(c4cc(C)ccc4C)CC3)c2C1=O
 : 0.3	-22	3	0	-1	-3	0	-4	5	-5
COC(=O)C1=C(C)N(CC2CC2)C(=NCc2cc(OC)c(OC)c(OC)c2)N[C@H]1c1ccccc1
 : -0.1	-4	-1	1	0	1	19	1	22	-3
O=S1OC(c2ccccc2)c2cc(Cl)ccc21 (stereo not drawn)
 : 0.0	x	0	6	x	5	3	x	-48	8
O=C(Nc1ccccn1)Nc1cccs1
 : 1.6	-24	1	-5	-7	11	-77	-1	18	21
COc1cccc(C(=O)N/N=C(/c2ccccc2)c2ccccn2)c1
 : 11*	20	-1	11	5	-15	73*	19	8	2
CSc1cccc(NC(=S)N(CCCN2CCCC(C)C2)Cc2cccs2)c1 (stereo not drawn)
 : 0.0	-13	-2	14	0	-11	16	1	10	-1
COc1ccc(C(=O)O)cc1S(=O)(=O)Nc1cccc(C(F)(F)F)c1
 : -0.1	6	0	1	4	20	2	-2	16	-4
Fc1ccccc1CCNc1nnnn1-c1ccccc1
 : -0.2	-12	4	3	-2	19	-5	1	12	5
CC(C)Cc1nnc(NC(=O)CC(C)c2ccccc2)s1 (stereo not drawn)
 : -0.5	-50	-4	-3	0	11	-13	-3	16	7

An excerpt from above in order of heavy-atom count, ascending.
Under each structure: HIF act	KLF5 inh	HDAC3 inh	Platelet DG rel	HSP90 refold inh	HSF1 activator	aSyn UTR inh	IEC-6 tox	AI-2 QS mod	HSF1 inhib
COc1ccc(C(=O)O)cc1S(=O)(=O)Nc1cccc(C(F)(F)F)c1
 : -0.1	6	0	1	4	20	2	-2	16	-4
NC(=O)CCCn1c(C(=O)c2ccc(Cl)cc2)c2ccc([N+](=O)[O-])cc2[n+]1[O-]
 : 0.1	x	-6	-2	x	20	21	x	9	8
N#CC1=C(N)C(C#N)(C#N)C(c2cccnc2)C2CC(c3ccccc3)CC=C12 (stereo not drawn)
 : 4.7	-3	-4	1	0	-66	10	-1	25	-55*

New compounds follow
Under each structure: HIF act	KLF5 inh	HDAC3 inh	Platelet DG rel	HSP90 refold inh	HSF1 activator	aSyn UTR inh	IEC-6 tox	AI-2 QS mod	HSF1 inhib
COc1ccc(NS(=O)(=O)c2ccc(N3CCCC3)c(NC(=S)Nc3cccc(C)c3C)c2)cc1
 : -0.9	-18	4	12	3	28	-132	-4	11	7
CCOc1ccc(/C=N/NC(=O)NC23CC4CC(CC(C4)C2)C3)cc1O
 : -0.3	-9	-7	-10	-2	5	6	-3	30	7
COc1ccc(/C=C2\CCC(C3CCCC3)C2=O)cc1OC (stereo not drawn)
 : 2.4	-50	1	-4	1	16	-75	0	17	14
COc1ccc(-c2coc3cc4oc(=O)c5ccccc5c4cc23)cc1F
 : -0.4	-36	1	2	-1	-10	81*	-1	35	-6
Cc1nn(S(=O)(=O)c2cccs2)c(C)c1Sc1ccc([N+](=O)[O-])cc1
 : 1.4	-6	1	-2	-2	-29	8	-4	-7	-7
O=C1CN(C(=O)c2ccc(Br)o2)C(c2ccccc2)c2cc(Br)ccc2N1 (stereo not drawn)
 : -0.2	-31	7	-2	4	50	-44	2	24	26
O=C(CCc1ccccc1)NCc1ccncc1
 : -8.9	-47	-7	-7	5	17	-5	-2	-3	2
CCCCNC(=O)CC1N=C2c3ccccc3N=C(SCC(=O)Nc3ccc(OC)cc3)N2C1=O (stereo not drawn)
 : -23	-37	2	-9	0	25	8	-1	23	9
O=C(Oc1cc(-c2ccccc2)no1)c1cccc(C(F)(F)F)c1
 : 0.2	-15	5	0	1	-2	-7	2	27	-6
CCOC(=O)c1cc2c(nc1NC(=S)Nc1ccccc1)CC(C)(CC)OC2 (stereo not drawn)
 : 0.3	-2	-2	3	2	19	-26	-4	25	-2
O=C(CCl)Nc1ccccc1C(=O)c1ccccc1
 : -0.9	-18	3	16	-1	-95	-31	-3	0	-95*
CCOC(=O)COc1cccc2c(=O)n(CC(=O)NCc3ccccc3)ccc12
 : 0.7	81*	-3	2	-1	-22	u	23*	13	-19
Cc1nc(NC(=O)CCCC(=O)Nc2nc(C)c(C)s2)sc1C
 : 0.2	-6	-4	3	-3	-15	-8	-4	13	-1
CSc1nsc(SCC(=O)Nc2nc3ccc(C)cc3s2)n1
 : 0.3	-14	-2	1	1	17	-84	-1	33	7
Clc1ccc2[nH]c3c(N4CCC5(CC4)OCCO5)ncnc3c2c1
 : 2.6	6	-6	0	-1	-21	-11	16	35	-4

Ordered by value in HSF1 activator (ascending): 4 from the list above.
structure	HSF1 activator
Cc1nc(NC(=O)CCCC(=O)Nc2nc(C)c(C)s2)sc1C	-15
COc1ccc(/C=C2\CCC(C3CCCC3)C2=O)cc1OC (stereo not drawn)	16
O=C(CCc1ccccc1)NCc1ccncc1	17
CCOC(=O)c1cc2c(nc1NC(=S)Nc1ccccc1)CC(C)(CC)OC2 (stereo not drawn)	19

The list goes on.
Under each structure: HIF act	KLF5 inh	HDAC3 inh	Platelet DG rel	HSP90 refold inh	HSF1 activator	aSyn UTR inh	IEC-6 tox	AI-2 QS mod	HSF1 inhib
Cc1cccc(OCC(=O)NCC(=O)N/N=C/c2cc(Br)cc(Br)c2O)c1
 : 1.4	35	-6	0	-6	14	29	30*	21	1
COc1cccc(C(=O)NCC(=O)N/N=C/c2cccs2)c1
 : -0.2	-18	5	-5	0	7	-1	-5	-20	-4
COc1ccc2c(c1)nc(SCC(=O)c1cccs1)n2C
 : 0.2	-32	5	-3	-3	3	-27	2	30	9
COc1cc2c(cc1OC)CN(C(=O)CSc1nc3[nH]ncc3c(=O)n1-c1ccccc1)CC2
 : -0.3	1	0	-4	1	3	24	-5	-2	-3
